# D1 PAM – potentiators of human D1 dopamine receptor. 360,000 compounds, 0.036% hits. HEK293 TREx D1 cells, calcium flux, dopamine EC20 potentiation. P21728. potentiation, % at 10 µM; in the data active means potentiation above about 30%; further: 0% is about no effect
# GRP78 ERSR act – inducers of ER stress response in human glioma cells; 420,000 compounds, 0.02% hits; Potency, µM, for the others: top-dose activation, hits mostly activators; AID 602332; U87-MG GRP78 promoter luciferase reporter, 16 h; further: potency means the concentration at half of the fitted maximal effect; series mostly up to about 76 µM; % of control where 0% means no effect; nearly all actives have a fitted effect of over 35% in size
#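 Stably transfected U87-MG glioma cells carrying a GRP78-based luciferase sensor; 16 h compound incubation. Luminescence end-point read 10 min after Bright-Glo addition at room temperature.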
# LDHA block – blocks human lactate dehydrogenase A; P00338; purified LDHA, NADH/diaphorase-resazurin fluorescence; stronger effect = lower value; activity change, % (values are at about 110 or 230 µM); 480,000 compounds, 0.15% hits; AID 1347041; in the data active means activity change below about -30%; inconclusive means mostly about -25% to -30%;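 further: plate controls were DMSO wells for no effect and wells without enzyme for full effect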
#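 Resorufin fluorescence (ex540/em590), read at 0 and 20 min after diaphorase/resazurin addition, reports the NADH left after a 5 min room-temperature reaction of 2 nM human LDH5 with 0.06 mM NADH and 0.2 mM pyruvate.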
# Vif-APOBEC3F blk – inhibitors of Vif-A3F interaction; HeLa A3F-eYFP + Vif (tagged APOBEC3F with the HIV-1 protein that degrades it), YFP fluorescence increase; Potency, µM (titrated, usually from 46.1 µM), for inactives: at the highest dose activity, negative = active; 390,000 compounds, 0.2% hits; AID 602313; further: potency means the concentration at half of the fitted maximal effect; % of control where 0% means no effect; nearly all actives have a fitted effect of over 65% in size
#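 HeLa cells stably expressing A3F-eYFP plus Vif, plated and incubated overnight at 37 deg C, then exposed to compounds overnight at 37 deg C. Blocked degradation read as raised yellow fluorescence (Ex 488/Em 500-530).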
# D1 ag – activates the human D1 dopamine receptor. P21728. HEK293 T-REx D1 cells, calcium flux, agonist mode. activation, % at 2 µM. 360,000 compounds, 1% hits. AID 504660; in the data active means activation above about 30%; further: 0% is about no effect
#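 Inducible HEK293 T-REx D1 cells, force-coupled to calcium signalling, were plated at 4000 cells/well with tetracycline and held overnight at 30 C. After no-wash calcium dye loading, compound-evoked calcium rise over 180 s flagged agonists.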
# Vif-APOBEC3G blk – blocks the Vif interaction with human APOBEC3G | Q9HC16 | HeLa A3G-eYFP + Vif (tagged APOBEC3G with the HIV-1 protein that degrades it), YFP fluorescence, overnight | Potency, µM (doses to about 46.1 µM), inactives show at the top dose activity, negative = active, actives largely listed as inhibitors | 410,000 compounds, 0.076% hits | AID 602310;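 further: potency means the concentration at half of the fitted maximal effect; on the % scale 0 is the no-effect control and ±100 the full control effect; nearly all actives have a fitted effect of over 60% in size; hits raise eYFP signal because A3G escapes Vif-driven loss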
# Target sequence (Q9HC16 whole entry, looked up): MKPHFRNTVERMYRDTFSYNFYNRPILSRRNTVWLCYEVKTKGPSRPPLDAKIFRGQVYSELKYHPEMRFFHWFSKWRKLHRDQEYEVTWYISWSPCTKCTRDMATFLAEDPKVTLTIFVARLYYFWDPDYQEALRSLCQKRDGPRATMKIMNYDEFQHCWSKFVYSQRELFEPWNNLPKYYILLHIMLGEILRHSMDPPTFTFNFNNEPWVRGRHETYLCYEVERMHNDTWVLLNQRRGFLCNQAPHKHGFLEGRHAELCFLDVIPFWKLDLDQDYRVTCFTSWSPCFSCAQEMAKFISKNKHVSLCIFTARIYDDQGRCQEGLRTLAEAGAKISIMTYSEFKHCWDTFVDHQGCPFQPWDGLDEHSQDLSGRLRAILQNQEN
#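 Read-out is eYFP fluorescence (Ex 488/Em 500-530) from Vif-expressing HeLa A3G-eYFP cells; more signal means A3G escaped Vif-mediated degradation. Cells plated overnight, compound pinned in, incubated overnight at 37 deg C.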
# D1 antag – antagonists of human D1 dopamine receptor; 360,000 compounds, 3.2% hits; activity change, negative = inhibition, % at 10 µM; HEK293 TREx D1 cells, calcium flux, dopamine EC80; stronger effect = lower value; AID 504652; in the data active means activity change below about -30%; further: on the % scale 0 is the no-effect control and ±100 the full control effect
#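 Compound effects on dopamine-evoked calcium signalling were measured in tetracycline-induced HEK293 Trex D1 cells. Dopamine at EC80 followed a 180 s compound pre-read, and fluorescence was tracked kinetically for 180 s more.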
# RXFP1 agonist – agonists of human relaxin receptor RXFP1; Potency, µM (titrated, usually from 57.5 µM), inactives show top-dose activation, usual class: activators; HEK293T-RXFP1 cAMP TR-FRET, 30 min; response scale: percent of porcine relaxin response, buffer zero; 370,000 compounds, 0.3% hits; Q9HBX9; further: potency means the concentration at half of the fitted maximal effect; on the % scale 0 is the no-effect control and ±100 the full control effect; nearly all actives have a fitted effect of over 60% in size; many of its hits are not listed in these tables
# Target sequence (Q9HBX9 whole entry, looked up): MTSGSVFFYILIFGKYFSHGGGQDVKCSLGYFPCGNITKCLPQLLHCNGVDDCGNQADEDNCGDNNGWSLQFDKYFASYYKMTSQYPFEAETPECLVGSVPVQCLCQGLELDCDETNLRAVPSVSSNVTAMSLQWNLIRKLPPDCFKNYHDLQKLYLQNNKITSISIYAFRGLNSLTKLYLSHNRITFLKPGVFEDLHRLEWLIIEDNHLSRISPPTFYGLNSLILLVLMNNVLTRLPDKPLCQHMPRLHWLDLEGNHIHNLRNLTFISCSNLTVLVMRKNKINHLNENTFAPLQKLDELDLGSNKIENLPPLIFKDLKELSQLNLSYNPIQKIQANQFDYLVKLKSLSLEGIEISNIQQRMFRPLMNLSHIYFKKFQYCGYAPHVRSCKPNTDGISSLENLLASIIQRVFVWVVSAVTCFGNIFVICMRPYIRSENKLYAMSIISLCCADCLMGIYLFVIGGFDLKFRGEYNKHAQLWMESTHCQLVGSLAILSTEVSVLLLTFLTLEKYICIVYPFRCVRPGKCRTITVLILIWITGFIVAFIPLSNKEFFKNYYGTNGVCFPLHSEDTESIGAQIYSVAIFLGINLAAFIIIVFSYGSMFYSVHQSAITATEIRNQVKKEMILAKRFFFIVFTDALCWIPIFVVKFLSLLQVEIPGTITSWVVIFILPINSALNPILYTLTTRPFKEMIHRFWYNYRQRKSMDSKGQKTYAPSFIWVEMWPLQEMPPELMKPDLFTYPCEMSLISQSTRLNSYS
#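 HEK293 cells stably expressing RXFP1, treated 30 min at 37C with compounds plus PDE4 inhibitor Ro 20174; cAMP measured by HTRF TR-FRET. Normalized to buffer and 29 nM porcine relaxin; EC50 by Hill fit.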
# D2 PAM – positively modulates the human D2 dopamine receptor allosterically | HEK293 T-REx D2, calcium flux, EC20 dopamine potentiation | AID 485347 | 340,000 compounds, 0.34% hits | potentiation, % at 10 µM;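 active means potentiation over 3 SD above the plate norm, cut at about 30% in these data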; further: 0% is about no effect
#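 Tetracycline-induced HEK293 T-REx cells force-coupled to calcium signalling expressed D2; compounds were pin-added after a 10 s baseline, read kinetically 180 s, then an EC20 dopamine challenge followed with a further 180 s calcium read.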
# Numbers without * were called inactive; ? = inconclusive; . = not tested or not shown; & = joins results of further samples. Unless noted, the call rests on the fitted dose curve; in most records, active means well fitted curve in the direction sought with a large enough effect; inconclusive means small, poorly fitted or top-dose-only effect, or another doubt; inactive means no such curve, though single readings can be large; an effect the other way counts as inactive or inconclusive. This is a subset; rates above refer to the full screens.
# Value order – D1 PAM, GRP78 ERSR act, LDHA block, Vif-APOBEC3F blk, D1 ag, Vif-APOBEC3G blk, D1 antag, RXFP1 agonist, D2 PAM
CCN1CCN(C(=O)/C=C/c2cccc(Cl)c2)CC1
    -1, -1%, -2, 1%, 3, -11%, 2, -1.4%, 5
O=C(N/N=C/c1ccco1)c1ccc(NC(=O)C2CCCCC2)cc1
    -5, -5%, -6, -3%, 3, -11%, -13, 0.0%, -6
COc1ccc2c(c1)CC/C(=C/c1ccco1)C2=O
    -3, -7%, 5, 5%, 0, 0%, 6, 1.9%, 3
Cn1c(=Nc2ccc(N3CCOCC3)cc2)ccc2ccccc21
    -1, -4%, -9, 0%, 4, 0%, 8, 2.2%, -4
O=C(Nc1ccc(F)cc1)c1cccnn1
    -5, 1%, -5, 3%, 0, -1%, 1, 0.2%, -9
CCN(CC)C(=O)c1sc2c(c1C)c(=O)n(Cc1ccccc1)c(=O)n2Cc1c(C)cc(C)cc1C
    1, -3%, 1, -3%, 2, -3%, -11, 0.4%, 7
O=C(COc1ccc(S(=O)(=O)N2CCOCC2)cc1Cl)NCc1ccccn1
    -7, 0%, -6, 12%, 2, -7%, 5, 1.0%, 34*
O=c1c2c(-c3cccc([N+](=O)[O-])c3)ccnc2[nH]n1-c1ccccc1
    -3, 4%, -5, 6%, 2, -9%, -9, 5.5%, .
CCN(CC)S(=O)(=O)c1ccc(OC)c(NC(=O)CSCc2c(C)noc2C)c1
    ., -3%, 0, 2%, ., -1%, ., ., .
Cc1sc2ncn(CC(=O)NCCCC(=O)N3CCN(Cc4ccc5c(c4)OCO5)CC3)c(=O)c2c1C
    -12, -5%, -4, 0%, 0, 0%, 0, 5.7%, -5
Cc1cc2cc(C#N)c(N3CCOCC3)nc2cc1Cl
    -6, -2%, 0, -14%, 1, -3%, 8, 16%, -7
COC(=O)c1cccc(N2C(=O)C3CC=CCC3C2=O)c1 (stereo not given)
    -2, 0%, 0, 9%, 0, 0%, 8, 1.3%, -1
CCOc1c2ccc(C(=O)NCC34CC5CC(CC(C5)C3)C4)cc2nn1CC
    -2, -4%, 1, -1%, 4, -1%, 8, -1.0%, 12
CCCCOc1ccc(C(=O)NCC(=O)NC2CCN(Cc3ccccc3)CC2)cc1
    -9, -5%, -7, -6%, 12, -3%, -18, 2.6%, -10
O=C(Nc1ccccc1)N1CCN(Cc2ccccc2)CC1
    -1, 0%, ?, -17%, 1, 0%, -4, 1.2%, -5
CCC(C(=O)OCC(=O)Nc1ccc(C(N)=O)cc1)c1ccccc1 (stereo not given)
    -7, 1%, -6, -11%, 12, -1%, 0, -3.0%, 1
CCn1c(CSc2nc3ccccc3[nH]2)nc2cc(C(=O)O)ccc21
    -3, -2%, -30*, -12%, 0, 0%, -6, 1.5%, 11
CCN(CC)CCNC(=O)CN1C(=O)COc2ccc(S(=O)(=O)N3CCOCC3)cc21
    0&-4, -1%&-6%, -4&5, -13%&-7%, 5&0, -8%&-3%, 3&-9, 0.3%&0.2%, -3&-2
CC(=O)Nc1ccc(NS(=O)(=O)c2ccc(Cl)c(C(=O)O)c2)cc1
    1, -3%, 4, -8%, 4, 1%, 5, 0.2%, 12
COc1ccccc1C(=O)NC(CCSC)C(=O)NNC(=O)c1ccncc1 (stereo not given)
    -6, 0%, 1, 10%, 3, 3%, -12, -1.3%, 4
Cc1ccc(NC(=O)c2cc3c([nH]c2=O)CC(C)(C)CC3=O)c(C)c1
    1, 0%, 2, 0%, 1, 0%, 15, 5.9%, 5
COC(=O)c1ccc(-n2cc(-c3ccc(OC)cc3)[nH]c2=S)cc1
    -4, 1%, -3, -14%, 1, 0%, 0, 4.6%, 7
Cc1cc(Nc2cc(F)ccc2C)n2ncnc2n1
    0, -1%, -9, 1%, 2, 0%, 8, 3.6%, -11
O=C(/C=C/c1ccccc1Cl)NCCc1ccc(F)cc1
    0, 7%, -7, 3%, 4, 3%, -29, 1.6%, -25
O=C(N[C@@H]1CCC(=O)N(CC[C@H](Sc2ccc(Br)cc2)c2ccccc2)CC1)OCc1ccccc1
    1, -5%&-3%, -2, 2%, 2, 1%&4%, -19, 2.2%, 12
COc1[nH]c(/N=C/c2ccccc2)c(C#N)c1C#N
    -5, -3%&-3%, -10&1, -12%, 8, -8%&2%, 4, -1.1%, 0
c1ccc(-n2cnc3cc(NCc4ccco4)ccc32)cc1
    -2, 1%, 1, -22%, 3, ?, 1, 0.2%, 3
O=C(NCCCCCCNC(=O)c1cncc(O)c1)c1cncc(O)c1
    -1, -2%, -3, -10%, 6, 0%, 27, 3.6%, 16
O[C@H]1COC2C1OC[C@@H]2O (stereo not given in full)
    2, -1%, -14, 3%, 1, 2%, 8, -0.2%, -12
COc1cc(NC(=O)COC(=O)C=C(C)C)c(C)cc1[N+](=O)[O-]
    -1, 1%, -3, 0%, -4, 6%, -4, 1.6%, 0
Cc1ccccc1NC(=O)NC1(C(=O)NCc2ccco2)CCCCC1
    -6, 1%, -6, 2%, 1, 2%, -2, 0.1%, -4
COc1ccc(C(=O)OCC(=O)Nc2cccc(C(C)=O)c2)c(OC)c1OC
    4, -5%, -4, -16%, 2, 0%, -14, -0.1%, .
COc1ccc(Nc2nc(C)nc3c2nnn3Cc2ccccc2Cl)c(OC)c1
    4, -4%, -1, 0%, 0, -5%, 11, 20%, 4
Cc1cc([N+](=O)[O-])nn1Cc1noc(C(=O)NCCc2ccccn2)n1
    -4, -6%, -4, -1%, 1, 1%, -6, 4.0%, 4
Cc1cccc(NC(=O)Cn2c(=O)n(CCC(C)C)c(=O)c3cccnc32)c1
    -2, -2%, -2, -5%, 0, 1%, 38, 10%, 7
O=C1Nc2ccccc2C(O)(C(=O)NC2CC2)N1c1ccc(Cl)c(Cl)c1 (stereo not given)
    4, -3%, -2, -6%, 0, -6%, 8, -0.2%, 11
O=C(c1ccc(Cl)cc1)C1CCN(C(=O)N2CCOCC2)CC1
    5, -1%, -4, 0%, 3, -1%, -4, 2.0%, -3
CCN1CCN(c2nc3ccccn3c(=O)c2C=O)CC1
    -4, -4%, -2, -4%, 0, -2%, 5, 12%, -19
C/C(=N\NC(=O)COc1ccc(C)cc1C(C)C)c1cc2ccccc2o1
    1, 0%, -1, ?, 4, -1%, 6, -0.8%, 2
C/C(=N\NC(=S)Nc1cccc(C)c1)c1cccc(N)c1
    3, 1%, -3, 4%, 0, -3%, -4, 2.5%, -11
COC(=O)COc1ccc(S(=O)(=O)NCc2cccnc2)cc1C
    -2, 2%, -6, -4%, 5, -5%, 0, -0.5%, .
CCOC(=O)c1ccc(S(=O)(=O)NCC(c2ccc(N(C)C)cc2)c2c[nH]c3ccccc23)cc1 (stereo not given)
    6, -1%, 2, -9%, 3, -1%, 0, -1.1%, -2
Cc1cc(Cl)ccc1OCCCC(=O)N1CCN(C(=O)c2ccco2)CC1
    8, -3%, -7, -5%, 4, 1%, -1, 3.4%, -7
CN1CCN(c2ccc(S(=O)(=O)N3CCCCC3)cc2NC(=O)CCc2ccccc2)CC1
    ., -3%, 0, 0%, 33*, -3%, 1, 2.3%, 8
CCc1cccc(N=c2c([N+](=O)[O-])nn(-c3ccc4c(c3)OCCO4)n2O)c1
    -1, 1%, -2, -22%, 3, -10%, -8, 2.2%, 0

# Single entries from the results shown.
# D1 ag with `COc1cc(NC(=O)COC(=O)C=C(C)C)c(C)cc1[N+](=O)[O-]` stands at -4
# D2 PAM with `CCN(CC)CCNC(=O)CN1C(=O)COc2ccc(S(=O)(=O)N3CCOCC3)cc21` stands at -3&-2

# Additional entries.
# Value order – D1 PAM, GRP78 ERSR act, LDHA block, Vif-APOBEC3F blk, D1 ag, Vif-APOBEC3G blk, D1 antag, RXFP1 agonist, D2 PAM
COc1cc(NC(=O)c2cccc(Cl)c2)c(OC)cc1NC(=O)CN1CCOCC1
    -1, -2%, 5, 1%, 0, 3%, -23, 1.4%, 27
COc1ccc(NC(=O)C2CC(c3c(F)cccc3Cl)=NO2)cc1 (stereo not given)
    -3, 1%, -15, -1%, 5, 3%, -15, 2.2%, 4
CC(=O)Nc1ccc(S(=O)(=O)N(C)CC(=O)OCC(=O)N(C)C2CCS(=O)(=O)C2)cc1 (stereo not given)
    -2, -2%, -6, -14%, 4, -1%, 1, -0.7%, -2
C/C(N)=C(/C#N)C(=O)CSc1nc2cc(Cl)ccc2c(=O)n1-c1ccc(C)cc1
    -2, -2%, -2, -9%, 6, 2%, -6, 1.0%, -12
Cc1ccc(NC(=O)Cn2cccc2C2=NC(c3ccccc3)CO2)cc1C (stereo not given)
    -8, -2%, 1, 6%, 2, -8%, 10, -0.4%, -1
CC(OC(=O)c1cccc(N2C(=O)c3ccccc3C2=O)c1)C(=O)Nc1ccc(N(C)C)cc1 (stereo not given)
    -3, -2%, 3, 4%, 1, -2%, -1, -0.3%, 3
CCOC(=O)c1c(C)[nH]c(C)c1S(=O)(=O)N(C)CC(=O)N1CCN(c2cccc(Cl)c2)CC1
    -4, 0%, 2, -8%, 2, 2%, 3, -1.7%, 1
CCCn1nc(C(=O)Nc2cccc(S(=O)(=O)N3CCOCC3)c2)c2ccccc2c1=O
    ., -7%, 1, -1%, ., -3%, ., ., .
CCN1CCc2c(sc(NC(=O)c3ccc(S(=O)(=O)N4CCCCCC4)cc3)c2C(=O)NC)C1
    -7, -5%, -8, ?, 15, ?, -17, -0.9%, 2
Cc1ccc(S(=O)(=O)NCCCCCC(=O)Nc2ccccc2)cc1
    -3, -5%, -2, -4%, 5, -2%, -3, -0.2%, -2
CC(C)(C)OC(=O)N(CCc1ccccc1)Cc1cccc(OCc2cccc(NC(=O)C3CCCC3)c2)c1
    ., 0%, -1, 0%, ., 2%, ., ., .
COc1ccc(-c2cc(C)no2)cc1S(=O)(=O)NCc1cccc(C)c1
    2, -5%, -2, 3%, 2, ?, -5, 0.4%, -3
Cc1ccc(N(O)C(C)(C)C)cc1
    ., -7%, 20, -7%, ., 2%, ., ., .
COCc1c(C(=O)NCCOc2ccc(Cl)cc2)oc2ccccc12
    10, -4%, 0, -7%, 3, -6%, -3, -2.4%, -1
COc1cccc(/C=C/C(=O)OCC(=O)NCCC2=CCCCC2)c1
    -6, -2%, -2, ?, 2, 1%, ., -0.4%, 4
